PI4K2A block: qHTS for small molecular inhibitors of PI4K2A. purified PI4K2A, ADP-Glo luminescence, 1 h; stronger effect = lower value. activity change, negative = inhibition, % at 76.9 µM. actives 0.13% (n = 420,000). AID 1346378, 2018; in the data active means activity change below about -50%; inconclusive means mostly about -30% to -49%;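 further: -100% = wells without enzyme as full effect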
Target sequence (Q9BTU6 whole entry, looked up): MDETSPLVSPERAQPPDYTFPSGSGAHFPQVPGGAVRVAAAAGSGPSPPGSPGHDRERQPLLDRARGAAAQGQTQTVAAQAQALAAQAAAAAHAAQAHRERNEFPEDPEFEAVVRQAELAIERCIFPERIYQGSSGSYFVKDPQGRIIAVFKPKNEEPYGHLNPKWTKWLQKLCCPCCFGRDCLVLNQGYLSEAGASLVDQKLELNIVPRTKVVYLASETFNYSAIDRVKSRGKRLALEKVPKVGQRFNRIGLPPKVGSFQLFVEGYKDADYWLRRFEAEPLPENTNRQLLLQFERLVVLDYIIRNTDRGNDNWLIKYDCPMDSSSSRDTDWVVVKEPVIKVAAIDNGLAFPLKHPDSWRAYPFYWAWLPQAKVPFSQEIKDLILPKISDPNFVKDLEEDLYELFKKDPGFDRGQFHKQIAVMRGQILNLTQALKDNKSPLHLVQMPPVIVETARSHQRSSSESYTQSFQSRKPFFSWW
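In this quantitative HTS, ADP production by PI4K2A was quantified luminescently after 1 h at ambient temperature; 100 microM adenosine served as plate-quality control.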
TRHR ag: qHTS for Small Molecule Agonists and Allosteric Enhancers of Human TRH Receptor: Primary Screen for Agonists; Thyrotropin-releasing hormone receptor (Homo sapiens), P34981; TRHR cells, calcium flux fluo-8, FDSS agonist mode; activation, % at 2 µM; actives 0.18% (n = 360,000); AID 493084, 2011; in the data active means activation above about 30%; further: 0% is about no effect
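Fluo-8-loaded TRHR cells; 10 s baseline, compound added, kinetic Ca2+ fluorescence read 1/s, agonist mode.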
TrxR1 inh: qHTS Assay for Inhibitors of Mammalian Selenoprotein Thioredoxin Reductase 1 (TrxR1): qHTS | Thioredoxin reductase 1, cytoplasmic (Rattus norvegicus), O89049 | recombinant rTrxR1, NADPH fluorescence consumption, selenite substrate | Potency, µM (top dose mostly 114 µM), inactives show at the top dose activity change, negative = inhibition, hits mostly inhibitors | actives 1% (n = 390,000) | AID 588453, 2011; further: potency means the concentration at half of the fitted maximal effect; on the % scale 0 is the no-effect control and ±100 the full control effect; nearly all actives have a fitted effect of over 65% in size
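Rat TrxR1 (90 nM in the dispensed reagent) was pre-reduced with 400 uM NADPH for 5 min at room temperature, then incubated with compound for 15 min. After 400 uM selenite was added, NADPH fluorescence (Ex 340/Em 450 nm) was followed for 8 min.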
D2 agonist: HTS Assay for Allosteric Agonists of the Human D2 Dopamine Receptor: Primary Screen for Agonists. AID 485358, 2010. actives 0.53% (n = 340,000). HEK293 T-REx D2 cells, calcium flux agonist mode. activation, % at 2 µM. D(2) dopamine receptor (Homo sapiens), P14416;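 active means activation over 3 SD above normal in the single-dose calcium agonist read, cut at about 30% in these data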; further: 0% is about no effect
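Tetracycline-induced HEK293 Trex cells with D2 receptor force-coupled to calcium signaling, plated overnight at 30 C and loaded with no-wash calcium dye. Calcium flux read kinetically for 180 s after compound addition; responses flag agonists.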
USP1 inh: Inhibitors of USP1/UAF1: Primary Screen. Ubiquitin carboxyl-terminal hydrolase 1 (Homo sapiens), O94782. recombinant USP1/UAF1, Ub-Rhodamine cleavage fluorescence. Potency, µM (titrated, usually from 57.1 µM), without a hit: top-dose activity change, negative = inhibition, hits mostly inhibitors. actives 0.23% (n = 390,000); further: potency means the concentration at half of the fitted maximal effect; on the % scale 0 is the no-effect control and ±100 the full control effect; nearly all actives have a fitted effect of over 60% in size; inactives centre near -12
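USP1/UAF1 complex at 1 nM was preincubated with compound for 15 min at room temperature, then Ub-Rho substrate (150nM final) was added. Fluorescence (480/540 nm) was read kinetically, 6 reads every 60 seconds.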
D2 antagonist: HTS Assay for Allosteric Antagonists of the Human D2 Dopamine Receptor: Primary Screen for Antagonists | actives 2% (n = 340,000) | inhibition, % at 10 µM | AID 485344, 2010 | D(2) dopamine receptor (Homo sapiens), P14416 | HEK293 TREx D2 cells, calcium flux, dopamine EC80; in the data active means inhibition above about 30%; further: 0% is about no effect
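Overnight-induced (tetracycline, 30 C) HEK293 T-REx cells carrying force-coupled D2 receive a no-wash calcium dye, then compound, then EC80 dopamine at 180 s; signals are read kinetically throughout.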
IDH1 R132H inh: qHTS for Inhibitors of mutant isocitrate dehydrogenase 1 (IDH1): qHTS; IDH1-R132H enzyme, NADPH consumption, diaphorase/resazurin fluorescence; actives 0.093% (n = 390,000); Isocitrate dehydrogenase [NADP] cytoplasmic (Homo sapiens), O75874; Potency, µM (top dose mostly 76.6 µM), without a hit: at the top dose activity change, negative = inhibition, most hits filed as inhibitors; further: potency means the concentration at half of the fitted maximal effect; on the % scale 0 is the no-effect control and ±100 the full control effect; nearly all actives have a fitted effect of over 65% in size
Target sequence (O75874 whole entry R132H, stated change not applied): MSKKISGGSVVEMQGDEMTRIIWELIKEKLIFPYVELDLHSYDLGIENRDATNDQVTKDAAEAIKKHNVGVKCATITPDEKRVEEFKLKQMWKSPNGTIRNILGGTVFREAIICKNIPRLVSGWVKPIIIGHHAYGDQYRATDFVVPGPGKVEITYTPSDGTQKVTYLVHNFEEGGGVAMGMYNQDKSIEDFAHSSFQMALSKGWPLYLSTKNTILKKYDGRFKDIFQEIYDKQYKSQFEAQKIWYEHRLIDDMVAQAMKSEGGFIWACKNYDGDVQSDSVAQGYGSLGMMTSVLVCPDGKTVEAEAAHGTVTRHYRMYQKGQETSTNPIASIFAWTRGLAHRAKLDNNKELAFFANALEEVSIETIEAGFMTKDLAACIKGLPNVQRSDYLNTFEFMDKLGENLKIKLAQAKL
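IDH1-R132H (0.5 ug/mL dispensed) in pH 7.5 Tris buffer was preincubated 30 min with compound, then given a substrate mix of 0.016 mM NADPH and 2 mM alpha-KG for 80 min at room temperature; remaining NADPH was read by diaphorase/resazurin fluorescence.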
TrxR1 substrate: qHTS Assay for Substrates of Mammalian Selenoprotein Thioredoxin Reductase 1 (TrxR1): qHTS; Thioredoxin reductase 1, cytoplasmic (Rattus norvegicus), O89049; purified TrxR1 substrate turnover, NADPH consumption readout; Potency, µM (top dose mostly 114 µM), inactives show at the highest dose activity change, negative = substrate turnover; actives 0.01% (n = 390,000); AID 588456, 2011; further: potency means the concentration at half of the fitted maximal effect; on the % scale 0 is the no-effect control and ±100 the full control effect; nearly all actives have a fitted effect of over 50% in size
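Rat TrxR1, dispensed at 90 nM, was prereduced with 400 uM NADPH (final) for 5 min at ~22 deg C, then incubated with compound 15 min before 400 uM selenite. A first-read NADPH fluorescence drop versus no-compound background flagged substrates.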
TRHR enhancer: qHTS for Small Molecule Agonists and Allosteric Enhancers of Human TRH Receptor: Primary Screen for Enhancers; Thyrotropin-releasing hormone receptor (Homo sapiens), P34981; TRHR cells, fluo-8 calcium fluorescence, EC20 TRH enhancement; enhancement, % at 2 µM; actives 0.66% (n = 360,000); AID 493056, 2011; in the data active means enhancement above about 30%; further: 0% is about no effect
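TRHR-expressing cells loaded with fluo-8 calcium dye were read kinetically (ex 480/em 530) during compound addition, then stimulated with an EC20 of TRH (10 nM final). Enhancement of the Gq-mediated intracellular calcium response was scored.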
The depositor's hits bear a star; ? = inconclusive; / = no result given; & = joins results of further samples; [ ] = dose if it differs, or a comment. Unless noted, the call rests on the fitted dose curve; in most records, active means well fitted inhibition curve with a large enough effect; inconclusive means small, poorly fitted or top-dose-only effect; inactive means no such curve, though single readings can be large or run the other way.

Compound	PI4K2A block	TRHR ag	TrxR1 inh	D2 agonist	USP1 inh	D2 antagonist	IDH1 R132H inh	TrxR1 substrate	TRHR enhancer
O=C1CSC(c2ccccn2)N1c1cccc(Cl)c1 (centres undefined)	0	-0.2	4%	-1.0	-1%	22	5%	0%	-2
COC(=O)c1cccc(NS(C)(=O)=O)c1C	3	-0.4	15%	0.1	-13%	21	2%	6%	4
Cc1ccccc1Sc1ncccc1[N+](=O)[O-]	-1	/	0%[57.1 µM]	/	1%	/	4%	3%[57.1 µM]	/
COCCCNS(=O)(=O)c1ccc2c3c(cccc13)C(=O)S2	-10	-0.3	-14%	-0.1	-22%	17	1%	-2%	-4
COc1ccc(C(=O)O/N=C/c2ccc(S(=O)c3ccc(Cl)cc3)nc2)cc1 (centres undefined)	5	0.1	6%[57.1 µM]	0.4	-16%	-1	12%	17%	6
Cn1ncc(Cl)c1C(=O)N/N=C/c1cccc(OC2CSC2)c1	-4	0.5	-17%[57.1 µM]	0.7	-11%	5	31%[activator]	-1%[57.1 µM]	-10
COc1ccc(C(=O)CCC(=O)Nc2cccnc2)c(OC)c1	-2	3.3	33%	1.2	-7%	24	-9%	8%	-7
COc1c(N2CCN(C(=S)Nc3ccccc3)C(C)C2)c(F)cc2c(=O)c(C(=O)O)cn(C3CC3)c12 (centres undefined)	/	-0.2	/	0.2	/	-2	/	/	-6
Cc1ccccc1-c1cccc([C@@H]2C[C@H]3[C@H](CON3C)CN2Cc2ccccc2)c1	1	/	10%	/	-34%	/	-3%[38.3 µM]	-3%	/
C=CCNC(=O)C1CCC(=O)N1S(=O)(=O)c1ccc(C)cc1 (centres undefined)	-2	1.2	6%[57.1 µM]	-0.6	-3%	0	-4%	-8%	-1
NC1=NC(=O)CC(C(=O)NCc2ccccc2)S1 (centres undefined)	3	0.6	?	-0.1	-12%	13	3%	9%	4
Cc1c(O[C@@H]2O[C@H](CO)[C@@H](O)[C@H](O)[C@H]2O)ccc2c1oc(=O)c1ccccc12	68	0.4	15%	0.4	-4%	4	-1%	229%[activator]	-5

The listing continues.
Compound	PI4K2A block	TRHR ag	TrxR1 inh	D2 agonist	USP1 inh	D2 antagonist	IDH1 R132H inh	TrxR1 substrate	TRHR enhancer
CC(=O)OCC(=O)[C@H]1CC[C@H]2[C@@H]3CCC4=CC(=O)CC[C@]4(C)[C@H]3CC[C@]12C	-1&-2	-0.2	16%	-3.1	10%	-11	9%	-4%	-1
CC(=O)C[C@H]1c2cc(C(F)(F)F)ccc2S(=O)(=O)N1C1CCCC1	0	/	1%[57.1 µM]	/	-21%	/	-2%	7%[57.1 µM]	/
COc1ccc(S(=O)(=O)N2CCN(C(=O)c3cc4c(s3)CCC4)CC2)cc1	?	/	9%[57.1 µM]	/	?	/	4%	13%[57.1 µM]	/
Cc1ccc(CNC(=O)CC(C)S(=O)(=O)c2ccc3c(c2)NC(=O)CO3)cc1 (centres undefined)	2	0.2	23%	-1.0	-11%	-4	-12%	0%	6
O=C(CSc1nc2ccccc2c(=O)n1CC1CCCO1)NCc1ccccc1 (centres undefined)	-1	-0.6	5%	/	-12%	/	23%	-3%	-7
C=CCOc1ccccc1CN1CCCCCC1	-2	0.3	8%[57.1 µM]	0.2	-11%	1	8%	10%[57.1 µM]	-4
CCSc1nc2c([nH]1)c(=O)n(C)c(=S)n2C	-2	/	-4%[2.29 µM]	/	-11%	/	3%	0%[2.29 µM]	/
CCCN1Cc2cccc(C(=O)N3CCN(c4ccc(F)cc4)CC3)c2C1=O	0	0.4	18%[57.1 µM]	0.2	2%	0	9%	1%[57.1 µM]	2
CCOc1ccccc1CN1C(=O)NC(C)(c2ccccc2)C1=O (centres undefined)	2	-0.7	-5%	/	-17%	/	1%	-9%	5
O=C(CSc1nc2ccccc2c(=O)n1-c1ccc(OC(F)F)cc1)NCc1cccs1	-3	0.8	-7%	0.6	-14%	2	-1%	-9%	-1
CCC(C)C(NC(=O)OC(C)(C)C)C(=O)NC(Cc1ccccc1)C(=O)OC (centres undefined)	-6	0.0	15%[57.1 µM]	0.2	-24%	-15	7%	12%[57.1 µM]	5
O=C(Nc1ccccc1Cl)c1sc2cccc(Cl)c2c1Cl	-8	0.5	-3%	-1.5	8%	/	-13%	0%	-2

Looked up by structure from above (3):
Compound	PI4K2A block	TRHR ag	TrxR1 inh	D2 agonist	USP1 inh	D2 antagonist	IDH1 R132H inh	TrxR1 substrate	TRHR enhancer
NC1=NC(=O)CC(C(=O)NCc2ccccc2)S1 (centres undefined)	3	0.6	?	-0.1	-12%	13	3%	9%	4
Cc1c(O[C@@H]2O[C@H](CO)[C@@H](O)[C@H](O)[C@H]2O)ccc2c1oc(=O)c1ccccc12	68	0.4	15%	0.4	-4%	4	-1%	229%[activator]	-5
COc1ccc(S(=O)(=O)N2CCN(C(=O)c3cc4c(s3)CCC4)CC2)cc1	?	/	9%[57.1 µM]	/	?	/	4%	13%[57.1 µM]	/

Following part:
Compound	PI4K2A block	TRHR ag	TrxR1 inh	D2 agonist	USP1 inh	D2 antagonist	IDH1 R132H inh	TrxR1 substrate	TRHR enhancer
CC(C)NC(=O)C1CCC(Cn2c(=O)c3sccc3n(Cc3ccc(F)cc3)c2=O)CC1 (centres undefined)	0	0.4	14%[57.1 µM]	-0.5	-7%	/	12%	1%[57.1 µM]	4
Cc1cc(C(F)(F)F)c(C#N)c(=O)[nH]1	3	0.1	39%[activator]	0.7	3%	-19	-1%	211%[activator][57.1 µM]	-5
O=C(CSc1nccc(=O)[nH]1)NN(c1ccccc1)c1ccccc1	-4	0.3	17%[57.1 µM]	-1.2	-10%	-1	-3%	3%[57.1 µM]	10
Cc1ccc(C(=O)NNS(=O)(=O)c2ccc(F)cc2)cc1	-2	0.1	4%	-0.4	-20%	-8	1%	-4%	11
O=C(OCc1ccc(Br)cc1)c1cccnc1	-4	-0.8	23%[57.1 µM]	-0.3	3%	2	4%	14%[57.1 µM]	3
CC(C)(C)c1ccc(C(=O)OCCN2CCCCC2)cc1	-1	-0.1	16%	-0.2	-12%	12	1%	-3%	4
COc1ccc(/C=N/N2CCOCC2)cc1Cn1nc(C)c([N+](=O)[O-])c1C	9	-0.6	37%[activator]	/	-16%	/	12%	1%	-4
CCOc1ccccc1NC(=S)Nc1ccc2cn[nH]c2c1	-8	0.3	-10%	-0.4	-7%	-10	-7%	7%	3
N#Cc1c(-c2ccccc2)c(-c2ccccc2)nn(CC(=O)NNC(=O)Nc2ccccc2)c1=O	-3	0.5	8%	0.9	-2%	-18	2%	-1%	-13
N#CCOc1nc(N2CCCC2)nc(N2CCCC2)n1	2	0.3	-4%	0.5	-17%	27	8%	-3%	-5
CCc1cccc(CC)c1N1C(=O)c2cc(N3CCOCC3)c([N+](=O)[O-])cc2C1=O	-2	0.0	5%	-1.7	-10%	0	3%	-7%	0
COc1ccccc1-n1cnnc1SCC(=O)N1CCN(S(=O)(=O)c2ccccc2)CC1	-3	-0.4	19%	-1.5	-11%	0	1%	4%	2

The list continues:
Compound	PI4K2A block	TRHR ag	TrxR1 inh	D2 agonist	USP1 inh	D2 antagonist	IDH1 R132H inh	TrxR1 substrate	TRHR enhancer
C/C(Cn1cnc([N+](=O)[O-])n1)=N\NC(=O)c1cccc(F)c1	2	0.3	4%	1.3	-7%	-19	3%	4%	6
O=C(CCS(=O)(=O)c1ccc2c(c1)NC(=O)CO2)Nc1cccc(C(F)(F)F)c1	-1	0.0	37%[11.4 µM]	-0.5	-32%	/	-3%	2%	-9
Cc1ccc(OCCNc2ccc(S(=O)(=O)N3CCCC3)cn2)cc1	1	0.5	1%	0.0	-6%	-12	1%	-5%	7
N#Cc1ccc(C23CC4(C2)[C@H](CN(Cc2ccc(C(F)(F)F)cc2)[C@@H]4c2ccccc2)C3c2ccc(C(F)(F)F)cc2)cc1 (some centres undefined)	1	0.1	24%	-0.2	-24%	-4	0%	2%	2
O=C(NNC(=O)c1cc2cc3ccccc3nc2s1)c1cccc(Cl)c1	-21	0.4	12%[57.1 µM]	-0.1	2%	-9	2%	6%[57.1 µM]	0
O=C(NCC(c1cccs1)N1CCOCC1)c1cccc([N+](=O)[O-])c1 (centres undefined)	0	-0.9	13%[57.1 µM]	0.8	-21%	15	6%	9%[57.1 µM]	-2
CC(Cc1cccs1)NC(=S)Nc1ccc(Cl)cc1 (centres undefined)	-2	0.4	14%	0.9	-7%	2	0%	-2%	-6

Looked up above:
PI4K2A block with NC1=NC(=O)CC(C(=O)NCc2ccccc2)S1 (centres undefined) : 3
D2 antagonist with Cc1ccc(C(=O)NNS(=O)(=O)c2ccc(F)cc2)cc1 : -8
TrxR1 inh with COc1ccc(C(=O)O/N=C/c2ccc(S(=O)c3ccc(Cl)cc3)nc2)cc1 (centres undefined) : 6%[57.1 µM]
TRHR ag with COC(=O)c1cccc(NS(C)(=O)=O)c1C : -0.4
